HCMV antiviral = blocks human cytomegalovirus replication. HFF cells, HCMV-luciferase reporter, 72 h; hits give low values. activity change, negative = inhibition, % at 57.5 µM. 410,000 compounds, 4.5% hits; in the data active means activity change below about -60%; inconclusive means no clear call, values can overlap the other calls; inactive means above about -39%
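Cell-based, HFFs, 1000 cells/well, 16 h 37C; cpds in DMSO + HCMV-luc, MOI 1 PFU/cell; 72 h 37C; OneGlo luminescence after 5 min RT; norm. to buffer vs Salinomycin 10uM.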
Sm TGR inh = S. mansoni TGR enzyme inhibition. Q962Y6. purified TGR, DTNB reduction, TNB absorbance 405 nm. Potency, µM (highest dose often 114 µM), inactives show top-dose activity change, negative = inhibition, actives largely listed as inhibitors. 360,000 compounds, 3% hits. AID 485364; further: potency means the concentration at half of the fitted maximal effect; nearly all actives have a fitted effect of over 60% in size
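First, TGR (20 nM dispensed) and NADPH were mixed with compound. Second, a 15 min room-temperature incubation followed. Third, further NADPH and then DTNB were added to start the reaction. Finally, TNB absorbance was monitored kinetically.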
AmpC inh detg = AmpC beta-lactamase inhibition with detergent present; P00811; AmpC hydrolysis of nitrocefin, absorbance 480 nm, 0.01% Triton; Potency, µM (top dose mostly 114 µM), for the others: top-dose activity change, negative = inhibition, most hits filed as inhibitors; 370,000 compounds, 0.041% hits;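 further: potency means the concentration at half of the fitted maximal effect; 0% = no-compound wells and -100% = no-enzyme wells; nearly all actives have a fitted effect of over 25% in size; some results filed as inactive show a strong effect at the top dose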
Target sequence (P00811 whole entry, looked up): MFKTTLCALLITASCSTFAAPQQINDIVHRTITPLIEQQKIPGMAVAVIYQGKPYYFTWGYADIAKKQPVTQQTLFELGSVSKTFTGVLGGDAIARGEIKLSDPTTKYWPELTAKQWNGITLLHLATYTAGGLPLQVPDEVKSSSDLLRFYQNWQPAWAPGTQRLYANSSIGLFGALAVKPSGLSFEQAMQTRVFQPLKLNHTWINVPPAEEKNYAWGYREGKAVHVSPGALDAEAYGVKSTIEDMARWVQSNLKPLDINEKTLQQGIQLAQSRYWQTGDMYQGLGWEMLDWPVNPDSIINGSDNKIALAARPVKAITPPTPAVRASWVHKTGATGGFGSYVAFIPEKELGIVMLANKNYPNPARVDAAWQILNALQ
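AmpC (5.3 nM in the dispensed reagent) in 20 mM phosphate pH 7.0 with 0.01% (detergent screen) or 0.0001% Triton X-100 was preincubated with compounds for 15 min at room temperature. Nitrocefin was then added from an 800 uM solution, and hydrolysis was followed at 480 nm.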
AmpC no deterg = AmpC beta-lactamase inhibition without detergent; P00811; Potency, µM (titrated, usually from 57.1 µM), without a hit: at the top dose activity change, negative = inhibition, usual class: inhibitors; 330,000 compounds, 0.52% hits; AmpC nitrocefin hydrolysis, absorbance 480 nm, 0.0001% Triton;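 further: potency means the concentration at half of the fitted maximal effect; plate controls were no compound for no effect and no enzyme for full effect; nearly all actives have a fitted effect of over 20% in size; some results filed as inactive show a strong effect at the top dose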
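AmpC (5.3 nM in the dispensed reagent) in 20 mM phosphate pH 7.0 with 0.01% (detergent screen) or 0.0001% Triton X-100 was preincubated with compounds for 15 min at room temperature. Nitrocefin was then added from an 800 uM solution, and hydrolysis was followed at 480 nm.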
AMA1 RON2 block = AMA1-RON2 (P. falciparum) interaction inhibition | AlphaScreen AMA1-biotinylated RON2 peptide binding | AID 720542 | 360,000 compounds, 0.2% hits | Potency, µM (doses to about 58.2 µM), for the others: at the top dose activity change, negative = inhibition, usual class: inhibitors;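 further: potency means the concentration at half of the fitted maximal effect; 0% = vehicle wells and -100% = peptide control; nearly all actives have a fitted effect of over 45% in size; some results filed as inactive show a strong effect at the top dose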
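AMA1 (3D7) with his tag at 25 nM final met compounds first, then biotinylated RON2 peptide at 25 nM; detection used donor plus acceptor beads, 10 µg/mL apiece, read by AlphaScreen after 30 min at room temperature.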
LmPK inhibitor = blocks Leishmania mexicana pyruvate kinase activity; Q27686; purified LmPK, Kinase-Glo ATP luminescence, 1 h; Potency, µM (highest dose often 57.5 µM), without a hit: at the top dose activity change, negative = inhibition, most hits filed as inhibitors; 290,000 compounds, 0.37% hits; AID 1721; further: potency means the concentration at half of the fitted maximal effect
Target sequence (Q27686 whole entry, looked up): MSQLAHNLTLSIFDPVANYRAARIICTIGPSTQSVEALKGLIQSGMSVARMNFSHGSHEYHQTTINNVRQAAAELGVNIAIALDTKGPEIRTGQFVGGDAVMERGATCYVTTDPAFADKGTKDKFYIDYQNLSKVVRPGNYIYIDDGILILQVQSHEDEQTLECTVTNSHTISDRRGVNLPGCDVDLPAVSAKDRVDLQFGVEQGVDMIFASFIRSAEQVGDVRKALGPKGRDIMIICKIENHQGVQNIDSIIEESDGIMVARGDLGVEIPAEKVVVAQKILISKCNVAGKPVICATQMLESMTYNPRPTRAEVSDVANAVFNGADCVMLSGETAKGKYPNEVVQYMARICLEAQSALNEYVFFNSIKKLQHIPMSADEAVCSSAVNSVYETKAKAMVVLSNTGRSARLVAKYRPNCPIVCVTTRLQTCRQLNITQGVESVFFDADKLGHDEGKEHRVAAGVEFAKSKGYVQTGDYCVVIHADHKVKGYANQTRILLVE
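Pyruvate kinase activity monitored as ATP production (luciferase luminescence). Conditions: 0.1 nM enzyme, 0.5 mM PEP, 0.1 mM ADP, 1 h, RT; normalized against uninhibited and no-enzyme wells.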
Tb PYK inh = T. brucei pyruvate kinase inhibition | Q57TT1 | TbPYK enzyme, Kinase-Glo Plus ATP luminescence, 45 min | Potency, µM (titrated, usually from 76.8 µM), for the others: at the top dose activity, negative = inhibition, usual class: inhibitors | 410,000 compounds, 0.12% hits | AID 624173; further: potency means the concentration at half of the fitted maximal effect; nearly all actives have a fitted effect of over 50% in size
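Enzyme and substrate buffer are dispensed first and compound is pin-transferred. ADP at 130 uM final then starts the reaction, which runs 45 min at room temperature. Detection reagent is added for 10 min before luminescence is imaged.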
* hit, by the source's call; ? = inconclusive; . = no result given; [ ] = dose if it differs, or a comment. Unless noted, the call rests on the fitted dose curve; in most records, active means well fitted curve in the direction sought with a large enough effect; inconclusive means small, poorly fitted or top-dose-only effect, or another doubt; inactive means no such curve, though single readings can be large; an effect the other way counts as inactive or inconclusive. Unless noted, on the % scale 0 is the no-effect control and ±100 the full control effect.

Key to letters – A = HCMV antiviral; B = Sm TGR inh; C = AmpC inh detg; D = AmpC no deterg; E = AMA1 RON2 block; F = LmPK inhibitor; G = Tb PYK inh
1: c1ccc(Cn2nnc3c(NCCN4CCOCC4)ncnc32)cc1
  A: -16; B: ?; C: 5%; D: 4%; E: -8%; F: 3%; G: 2%

2: COc1cccc(NC(=O)Cn2c(=O)n(Cc3ccccc3)c(=O)c3ccccc32)c1
  A: -11; B: -2%; C: -4%; D: .; E: .; F: .; G: -8%

3: O=C(NC1CCOC1)c1ccc(OC2CCN(CCc3ccccc3)CC2)cc1 (stereo not given)
  A: ?; B: 2%[57.1 µM]; C: 2%; D: -18%; E: -2%; F: -7%; G: 0%

4: C=C(C)Cn1cnc2cc(C)c(C)cc21
  A: ?; B: -4%; C: 3%; D: -2%; E: 7%; F: 5%; G: 1%

5: COc1ccc(N2CCN(CCN3C(=O)c4ccccc4C3=O)CC2)cc1
  A: 11; B: -3%; C: 1%; D: -10%; E: 8%; F: 1%; G: -7%

6: O=C(COc1ccc([N+](=O)[O-])cc1)NCCc1nc2ccccc2[nH]1
  A: -7; B: -3%; C: -6%; D: -4%; E: -3%; F: -1%; G: 2%

7: COc1cccc(CNC(=O)COC(=O)c2ccc(-c3ccc(O)cc3)cc2)c1
  A: 5; B: .; C: .; D: .; E: -8%; F: .; G: -8%

8: Cc1nc(SCc2ccc(F)cc2)n[nH]1
  A: 80; B: 12%; C: -15%; D: -10%; E: 5%; F: 6%; G: -4%

9: C/C(=N\NC(=O)CN1CCN(Cc2ccc(C)cc2)CC1)c1ccncc1
  A: 4; B: 2%; C: ?; D: -13%; E: 6%[2.32 µM]; F: -14%; G: 6%

10: CCCCc1n[nH]c2c1/C(=N/OCC)CC(C)(C)C2
  A: -22; B: -7%; C: -3%; D: 1%; E: -15%; F: 2%; G: -16%

11: COc1ccc(C2/C(=C(/O)c3ccc(S(=O)(=O)N4CCOCC4)cc3)C(=O)C(=O)N2CCN2CCOCC2)cc1 (stereo not given)
  A: -5; B: 1%; C: 4%; D: -2%; E: 4%; F: -2%; G: 3%

12: O=C(O)CCCNC(=O)CCn1nnc2ccccc2c1=O
  A: -36; B: -11%; C: -1%; D: 0%; E: -3%; F: 0%; G: -1%

13: O=C(CSc1nc2ccccc2c(=O)[nH]1)Nc1ccc(N2CCOCC2)c(Cl)c1
  A: -10; B: 3%; C: -13%; D: -38%; E: 6%; F: 1%; G: 3%

14: CCC(=O)Nc1cccc(-n2nnnc2SCC(=O)N(C(C)C)C(C)C)c1
  A: 20; B: 30%; C: 3%; D: 2%; E: 19%; F: -2%; G: 6%

15: CC(C)(C)NCC(O)COc1cccc2[nH]c(=O)[nH]c12 (stereo not given)
  A: -15; B: .; C: .; D: .; E: 2%; F: .; G: -14%

16: Cc1ccc2nc(-c3ccc(NC(=O)COCC(=O)O)cc3)sc2c1
  A: 32; B: 8%; C: -5%; D: -17%; E: -6%; F: -1%; G: -27%

17: C[C@H](CO)N1C[C@H](C)[C@H](CN(C)S(=O)(=O)c2cn(C)cn2)Oc2ccc(NC(=O)Nc3ccc(C(F)(F)F)cc3)cc2CC1=O
  A: ?; B: .; C: .; D: 235%[activator]; E: 6%; F: .; G: -4%

18: COc1ccc(Nc2nc(N)nc(CSc3nccc(C)n3)n2)cc1
  A: .; B: 8%; C: ?; D: -23%; E: -9%; F: 0%; G: -1%

19: CCN(CC)C(=O)Cn1ncc2c([nH]c3ccc(C)cc32)c1=O
  A: 3; B: 3%; C: 14%; D: .; E: .; F: .; G: -3%

20: O=S(=O)(c1cccc2cccnc12)N(CCO)CCO
  A: 6; B: 0%; C: -11%; D: -9%; E: -6%; F: -3%; G: -6%

21: Cc1ccc(S(=O)(=O)N2CCCC(C(=O)NC3=NCCS3)C2)cc1 (stereo not given)
  A: -23; B: 3%; C: -1%; D: -7%; E: -5%; F: 11%; G: -6%

22: O=C(NCc1ccc(Cl)cc1)C1CCCN(c2cnccn2)C1 (stereo not given)
  A: 0; B: -10%; C: -5%; D: -4%; E: -3%; F: -1%; G: 3%

23: C/C=C\C=C/C(=O)Nc1cccc(C2=NOC3(C2)C[C@@H](C(N)=O)N(C(=O)C2(C)CC2)C3)c1 (stereo not given in full)
  A: 45; B: 1.8µM*; C: 0%; D: 46%; E: -3%; F: 3%; G: -30%

24: O=S1(=O)CC/C(=N/Nc2ccccn2)c2cc(F)ccc21
  A: -9; B: 6%; C: -2%; D: 7%; E: 0%; F: -3%; G: -1%

25: COc1ccc(-n2ccnc(NCCc3ccc(Cl)cc3)c2=O)cc1OC
  A: -28; B: 2%; C: 2%; D: .; E: .; F: .; G: -5%

2 entries from above, with tabs:
nr	molecule	HCMV antiviral	Sm TGR inh	AmpC inh detg	AmpC no deterg	AMA1 RON2 block	LmPK inhibitor	Tb PYK inh
12	O=C(O)CCCNC(=O)CCn1nnc2ccccc2c1=O	-36	-11%	-1%	0%	-3%	0%	-1%
13	O=C(CSc1nc2ccccc2c(=O)[nH]1)Nc1ccc(N2CCOCC2)c(Cl)c1	-10	3%	-13%	-38%	6%	1%	3%

By substructure: the compounds so far containing fluorine
Key to letters – A = HCMV antiviral; B = Sm TGR inh; C = AmpC inh detg; D = AmpC no deterg; E = AMA1 RON2 block; F = LmPK inhibitor; G = Tb PYK inh
8: Cc1nc(SCc2ccc(F)cc2)n[nH]1
  A: 80; B: 12%; C: -15%; D: -10%; E: 5%; F: 6%; G: -4%

17: C[C@H](CO)N1C[C@H](C)[C@H](CN(C)S(=O)(=O)c2cn(C)cn2)Oc2ccc(NC(=O)Nc3ccc(C(F)(F)F)cc3)cc2CC1=O
  A: ?; B: .; C: .; D: 235%[activator]; E: 6%; F: .; G: -4%

24: O=S1(=O)CC/C(=N/Nc2ccccn2)c2cc(F)ccc21
  A: -9; B: 6%; C: -2%; D: 7%; E: 0%; F: -3%; G: -1%

Continuation.
Key to letters – A = HCMV antiviral; B = Sm TGR inh; C = AmpC inh detg; D = AmpC no deterg; E = AMA1 RON2 block; F = LmPK inhibitor; G = Tb PYK inh
26: CC(NC(=O)c1ccc(C(F)(F)F)cc1)C(c1ccccc1)N1CCOCC1 (stereo not given)
  A: -17; B: 6%; C: ?; D: -10%[11.4 µM]; E: 11%; F: -4%; G: 3%

27: O=C(NC1CCC(O)CC1)c1cccc2cccnc12 (stereo not given)
  A: -1; B: 10%; C: 3%; D: 3%; E: -8%; F: 0%; G: -28%

28: Cc1nc(S(=O)(=O)c2ccc(Cl)cc2Cl)nc2c1CCC2
  A: 3; B: 25µM*; C: 3%; D: -10%; E: -13%; F: 5%; G: -3%

29: Cc1oc2ccc(NS(=O)(=O)c3ccccc3)cc2c1C(=O)Nc1ccccc1
  A: -38; B: -8%; C: -10%; D: -35%; E: -1%; F: 1%; G: 4%

30: Cc1cccc(CC(C)NC(=O)CCc2nnc(-c3ccccc3)o2)n1 (stereo not given)
  A: 20; B: -20%; C: -5%; D: 11%; E: 7%; F: -6%; G: -4%

31: CCOC(=O)c1ccc(-n2c(CC)nc3ccccc3c2=O)cc1
  A: .; B: -4%; C: -11%; D: -8%; E: .; F: 3%; G: .

32: Cc1cccc(OCc2nnc(N)s2)c1C
  A: 39; B: -3%; C: -2%; D: -7%; E: -7%; F: -2%; G: -7%

33: O=C1CSC(=S)N1/N=C/c1ccc(Cl)c([N+](=O)[O-])c1
  A: .; B: 22µM*; C: 5%; D: 13µM*; E: .; F: 3%; G: .

34: Cc1cccc(NC(=O)CNC(=O)c2cn(Cc3ccccc3)nc2-c2cccnc2)c1C
  A: 7; B: 0%; C: ?; D: -7%; E: 5%; F: .; G: 0%

35: COCCC(=O)N1CCCC(CCC(=O)NCc2ccc(F)c(F)c2)C1 (stereo not given)
  A: 215; B: -18%; C: 1%; D: -18%; E: 8%; F: 1%; G: 0%

36: CC(NC(=O)c1cccc(S(=O)(=O)N2CCN(C)CC2)c1)C1CC2CCC1C2 (stereo not given)
  A: -29; B: 3%; C: ?; D: 99%[activator]; E: -12%; F: -1%; G: -3%

37: CCOc1ccc(Br)cc1S(=O)(=O)NCCN1CCCC1
  A: -23; B: 7%; C: 3%; D: 2%; E: 3%; F: -3%; G: -2%

38: COc1ccc(NS(=O)(=O)c2ccc(NC(=O)CCNS(=O)(=O)c3ccc(C)cc3)cc2)cc1
  A: ?; B: 0%; C: -13%; D: -6%; E: 9%; F: -1%; G: -1%

39: CCOc1ccc(NS(=O)(=O)c2cc(C(=O)N3CCCC3)ccc2Cl)cc1
  A: -20; B: -8%; C: ?; D: 21%; E: 6%; F: .; G: 1%

40: O=c1cc(CN2CCN(CCO)CC2)c2cc3c(cc2o1)CCC3
  A: 12; B: 3%; C: -9%; D: -6%; E: -1%; F: -1%; G: 2%

41: COCCN(Cc1cn(C)nc1-c1ccc(Oc2ccccc2)cc1)C(C)C
  A: -26; B: -21%; C: -2%; D: 73%[activator]; E: 0%; F: 0%; G: 0%

42: O=C(CC1CCS(=O)(=O)C1)NC1CCCCC1 (stereo not given)
  A: 1; B: -19%; C: 2%; D: -10%; E: 30%; F: 0%; G: 3%

43: Cc1cc2cc(CNC(=O)c3ccc4c(c3)OCO4)ccc2[nH]1
  A: -26; B: -10%; C: 0%; D: -33%; E: -13%; F: 0%; G: 6%

44: O=C(COC(=O)c1ccccc1)NC1CCCC1
  A: 12; B: 2%; C: -3%; D: -11%; E: -3%; F: -7%; G: -3%

45: COc1ccc(-n2ncc3c2CC(C)(C)CC3NC(=O)CCN2CCCC2=O)cc1 (stereo not given)
  A: -8; B: -4%; C: -8%; D: 90%[activator]; E: 2%; F: -2%; G: 6%

46: CCC1=NN2C(=N)/C(=C\c3cccn3-c3ccc(Br)cc3)C(=O)N=C2S1
  A: -25; B: -18%; C: ?; D: -51%; E: -12%; F: 7%; G: 2%

47: Clc1ccc(OCCn2ccnc2)c(Cl)c1
  A: 0; B: -14%; C: ?; D: -9%; E: -16%; F: -4%; G: -9%

48: O=C1CN(C(=O)c2ccccc2F)C(c2ccc(F)cc2)c2cc(Br)ccc2N1 (stereo not given)
  A: -2; B: -9%; C: 3%; D: -31%; E: -8%; F: 0%; G: -5%

49: CNc1snc(C)c1C(=O)OCC(=O)c1ccc(Cl)cc1
  A: 0; B: -21%; C: ?; D: -16%; E: 5%; F: .; G: 2%

50: Cc1c(C(=O)NCc2ccc3c(c2)OCCO3)sc(=O)n1Cc1ccccc1F
  A: -21; B: .; C: .; D: .; E: -15%; F: .; G: -6%

51: O=C(Cc1ccccc1Cl)Nc1cccnc1
  A: -36; B: -1%; C: 0%; D: -4%; E: -1%; F: -2%; G: 0%
